Screens: PubChem, several laboratories
hERG protect – hERG rescue from dofetilide block, primary screen, cell-based, CHO-hERG, FluxOR thallium flux, dofetilide IC70; AID 1511, 2009; activation (rescue from dofetilide block), less the hit threshold, % at 10 µM; actives 0.51% (n = 310,000); Voltage-gated inwardly rectifying potassium channel KCNH2 (Homo sapiens), Q12809; dofetilide IC70 present;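 active means activation above the mean of controls blocked by dofetilide plus 5 SD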;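 further: thallium influx through hERG after potassium depolarization seen as dye fluorescence rise; in these data hits start at about 4.7%; inactives centre near -7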
Target sequence (Q12809 whole entry, looked up): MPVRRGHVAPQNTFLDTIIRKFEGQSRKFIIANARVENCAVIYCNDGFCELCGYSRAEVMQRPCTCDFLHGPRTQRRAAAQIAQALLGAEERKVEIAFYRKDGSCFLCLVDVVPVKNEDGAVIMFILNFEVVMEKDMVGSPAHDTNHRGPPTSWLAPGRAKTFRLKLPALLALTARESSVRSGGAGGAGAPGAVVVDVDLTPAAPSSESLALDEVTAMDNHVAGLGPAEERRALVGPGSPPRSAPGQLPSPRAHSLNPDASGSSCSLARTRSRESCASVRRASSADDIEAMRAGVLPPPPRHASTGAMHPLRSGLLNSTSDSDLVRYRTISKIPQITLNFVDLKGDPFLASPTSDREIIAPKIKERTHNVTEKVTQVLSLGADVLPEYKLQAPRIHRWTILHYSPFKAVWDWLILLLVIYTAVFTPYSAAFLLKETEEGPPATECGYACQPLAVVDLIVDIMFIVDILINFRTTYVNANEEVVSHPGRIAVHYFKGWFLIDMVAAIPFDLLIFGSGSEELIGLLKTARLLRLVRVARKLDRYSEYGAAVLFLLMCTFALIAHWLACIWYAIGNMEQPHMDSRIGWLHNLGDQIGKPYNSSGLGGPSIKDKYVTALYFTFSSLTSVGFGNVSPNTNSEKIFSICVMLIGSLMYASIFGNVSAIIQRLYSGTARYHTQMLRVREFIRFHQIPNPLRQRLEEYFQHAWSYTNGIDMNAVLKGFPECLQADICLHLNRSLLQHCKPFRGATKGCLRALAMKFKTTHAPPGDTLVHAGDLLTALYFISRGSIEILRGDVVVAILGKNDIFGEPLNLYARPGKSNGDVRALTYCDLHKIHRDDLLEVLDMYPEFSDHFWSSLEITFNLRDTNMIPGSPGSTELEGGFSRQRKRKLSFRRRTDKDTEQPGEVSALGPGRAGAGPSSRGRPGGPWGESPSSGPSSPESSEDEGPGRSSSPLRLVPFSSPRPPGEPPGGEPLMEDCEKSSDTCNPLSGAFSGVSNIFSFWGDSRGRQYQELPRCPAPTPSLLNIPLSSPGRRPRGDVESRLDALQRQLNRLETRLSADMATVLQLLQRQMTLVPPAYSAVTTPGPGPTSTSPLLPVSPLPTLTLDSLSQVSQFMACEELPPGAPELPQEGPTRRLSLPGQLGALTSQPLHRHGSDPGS
KCNQ1 act – potentiators or activators of KCNQ1 channel, primary screen, cell-based, thallium flux, high-throughput; B-score at 10 µM; AID 2648, 2010; actives 0.35% (n = 310,000); CHO-K1 KCNQ1, thallium flux FluxOR fluorescence; active compounds read high;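 active means fluorescence ratio B-score, a plate-corrected score, at least three library SD, with initial intensity B-score within 5 SD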
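System: Stable KCNQ1 CHO-K1 line | Incubation: 90 min dye loading and 20 min compound exposure, both at room temperature | Measure: Ratio B score | Medium: Assay buffer for compound exposure, DMSO matched across wells | Compound dosing: Single-concentration screen | Probe or stimulus: K+/Tl+ depolarizing stimulus | Measured by: Kinetic FluxOR fluorescence, 10 s baseline plus 110 s post-stimulus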
TRPC4 block – inhibitors of mouse TRPC4 channel, primary screen, Fluo4 calcium, HEK293 TRPC4beta/mu-opioid cells; DAMGO-evoked Fluo4 calcium flux; active compounds read low; B-score at 10 µM; actives 0.39% (n = 300,000); AID 2247, 2010; Short transient receptor potential channel 4 (Mus musculus), Q9QUQ5;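 active means B-score over 3 SD under the library average, no early fluorescence shift, positive overall ratio signal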
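Assay system: Stable TRPC4beta/mu-opioid receptor HEK293 cells | Reagent: DAMGO in two steps, submaximal then maximal | Compound dosing: Single concentration per test compound | Signal: Fluo4 Ca2+ flux fluorescence | Evaluation: Per-well B score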
PolyA inh – polyadenylation inhibitors in yeast reporter cells, primary screen, luminescence, S. cerevisiae | calls only at 12 µM | actives 0.02% (n = 300,000) | S. cerevisiae SKY197-pL101 polyadenylation reporter, beta-gal luminescence; efflux-impaired pdr1/pdr3 knockout yeast; score 100 = 6 SD above DMSO | AID 1875, 2009;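 active means lowest replicate activity score at least 50, where 100 means six control SD above control mean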;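 further: yeast exposed to compound for 9 h at 30 °C; higher score means more reporter readthrough which indicates perturbed polyadenylation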
KCNK9 inh – KCNK9 potassium channel inhibitors, primary screen, HEK293 cells, thallium flux; Potassium channel subfamily K member 9 (Homo sapiens), Q9NPC2; FluxOR thallium flux fluorescence; active compounds read low; B-score at 10 µM; actives 1.2% (n = 310,000);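 active means ratio B-score over 3 SD below the library mean, with starting fluorescence within 5 SD of its mean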;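 further: negative B-score means less thallium flux so channel inhibition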
TRPC4 act – activators of mouse TRPC4 channel, primary screen, Fluo4 calcium, HEK293 TRPC4beta/mu-opioid cells. Short transient receptor potential channel 4 (Mus musculus), Q9QUQ5. Fluo4 calcium fluorescence; active compounds read high. B-score at 10 µM. actives 0.49% (n = 310,000);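 active means B-score above 5 SD of library B-scores, and initial fluorescence ratio not above library mean plus 5 SD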;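 further: positive B-score marks a calcium rise read as TRPC4 activation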
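Test system: HEK293 cells stably co-expressing mouse TRPC4beta and mu-opioid receptor | Schedule: Fluo4 dye loading 45 min at room temperature, 110 s recording | Measured by: Kinetic Fluo4 calcium fluorescence, 5 s baseline at 1 Hz | Evaluation: B score of integrated ratio | Controls: Buffer (low) and maximal DAMGO (high)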
TRPC4 potent – positive allosteric modulators of TRPC4, primary screen, cell-based, mouse TRPC4beta, HEK293 mu-opioid, Fluo-4 calcium | Short transient receptor potential channel 4 (Mus musculus), Q9QUQ5 | DAMGO EC20, Fluo-4 Ca2+ flux; active compounds read high | B-score at 10 µM | actives 0.42% (n = 310,000) | AID 2227, 2009;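 active means B-score of calcium response area above 5 SD of library B-scores, with initial fluorescence ratio within 5 SD of library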;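 further: B-score of integrated fluorescence ratio over time as area under calcium response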
DYRK1A inh – rat Dyrk1A kinase inhibitors, primary screen, biochemical, single point, plate reader; Dual specificity tyrosine-phosphorylation-regulated kinase 1A (Rattus norvegicus), Q63470; ADP-Glo luminescence, NFATc1 peptide; inhibition, % at 12.5 µM; actives 0.43% (n = 310,000); AID 504441, 2011; in the data active means inhibition above about 50%;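 further: plate controls were vehicle with enzyme for no effect and no enzyme for full effect; many of its hits are not listed in these tables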
KCNQ1 block – inhibitors of human KCNQ1 channel, primary screen, cell-based, thallium flux, high-throughput; Potassium voltage-gated channel subfamily KQT member 1 (Homo sapiens), P51787; CHO-K1 KCNQ1, FluxOR thallium flux fluorescence; active compounds read high; B-score at 10 µM; actives 1.3% (n = 310,000);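 active means compounds whose thallium flux B-score, printed positive for inhibition, exceeds three library SD while starting fluorescence stays within three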;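 further: channel opened by potassium depolarization with thallium stimulus after 20 min compound exposure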
KCNK3 block – human KCNK3 channel inhibitors, primary screen, CHO cells, FluxOR thallium flux, B-score. FluxOR fluorescence; active compounds read low. Potassium channel subfamily K member 3 (Homo sapiens), O14649. actives 0.84% (n = 340,000). B-score at 10 µM. AID 602410, 2012;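 active means B-score under library mean minus 4 SD, starting fluorescence ratio at most library mean plus 5 SD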;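 further: more negative B-score means stronger inhibition of thallium flux through KCNK3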
Platelet DG rel – inhibitors of platelet dense granule secretion, primary screen, cell-based, MLPCN, human platelets. human platelet-rich plasma, SFLLRN dense granule ATP release, luminescence. actives 0.22% (n = 300,000). AID 1663, 2009. inhibition, %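 (compounds screened at 7.5 µM in platelet-rich plasma)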;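 active means mean replicate score, as percent of positive control, at or above 50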
Starred values were filed as active, the others as inactive; i = inactive; . = not tested or not shown. A portion of the library; rates above refer to the full screens.

Results follow in this order: hERG protect, KCNQ1 act, TRPC4 block, PolyA inh, KCNK9 inh, TRPC4 act, TRPC4 potent, DYRK1A inh, KCNQ1 block, KCNK3 block, Platelet DG rel
OCC[C@@H]1C[C@H](O)[C@@H](O)[C@]2(OCc3ccccc32)O1
→ -9, i, i, i, i, i, i, 5, i, i, -2
Cc1cc(NC(=O)CSCC(=O)Nc2ccccc2N2CCCCC2)no1
→ -5, i, i, i, i, i, i, -2, i, i, 50*
COC(=O)[C@@H](NC(=O)N1CCC(C)CC1)C(C)C
→ -10, i, i, i, i, i, i, -1, i, i, -7
O=C(Cn1c(Cc2ccccc2)nc2ccccc21)NCc1ccc2c(c1)OCO2
→ -11, i, i, i, i, i, i, 0, i, i, -9
O=C(COc1ccc(Cl)cc1)NCCN1CCCCC1
→ -10, i, i, i, i, i, i, -7, i, i, 0
CC1CN(c2nc3c(c(=O)n(C)c(=O)n3C)n2Cc2c(F)cccc2Cl)CC(C)O1 (configuration not stated)
→ -12, i, i, i, i, i, i, 7, i, i, 2
COc1cc(OC)cc(C(=O)Nc2ccc([N+](=O)[O-])cn2)c1
→ -7, i, i, i, i, i, i, 1, i, i, 18
CCCN1C2CCCC1CC(NC(=O)c1ccc(C(C)(C)C)cc1)C2 (configuration not stated)
→ -8, i, i, i, i, i, i, 0, i, i, -5
COc1ccccc1-c1nc(NC(C)=O)n[nH]1
→ -5, i, i, i, i, i, i, ., i, ., 0
Cc1ccc(-c2cc(C(=O)Nc3nccs3)c3ccccc3n2)c(C)c1
→ -9, i, i, i, i, i, i, 0, i, i, -11
COC(=O)C(C(=O)Nc1cc(C)on1)C1CCCCCC1 (configuration not stated)
→ -7, i, i, i, i, i, i, -4, i, i, -1
Cc1ccc(CSCCC(=O)NCCc2ccc(Cl)cc2)cc1
→ -10, i, i, i, i, i, i, 5, i, i, -45
Clc1ccc(CN2CCN(/N=C/c3ccco3)CC2)cc1
→ -5, i, i, i, i, i, i, ., i, i, -1
COC(=O)CN1C(=O)COc2ccc(S(=O)(=O)NCc3ccc(Cl)cc3)cc21
→ -4, i, i, i, i, i, i, ., i, i, 0
O=C(CNc1ccccc1)N/N=C/c1cc([N+](=O)[O-])ccc1N1CCCC1
→ -12, i, i, i, i, i, i, 12, i, i, 8
O=C1CC2(CCCCC2)Oc2ccc(Cl)cc21
→ 1, i, i, i, i, i, i, 15, i, i, 0
COc1ccc(NC(=O)[C@H](COCc2ccccc2)NC(=O)OC(C)(C)C)cc1
→ -13, i, i, i, i, i, i, -2, i, i, 6
Cc1ccc(OCCN2C(=O)c3ccccc3C2=O)cc1
→ -12, i, i, i, i, i, i, 3, i, i, 6
O=C(Nc1ccc(N2CCCC2=O)cc1)c1cncc(Br)c1
→ -4, i, i, i, i, i, i, -4, i, i, 9
COc1ccc(C(=O)c2c[nH]c(C(=O)N=CN(C)C)c2)cc1
→ -4, i, i, i, i, i, i, 0, i, i, -5
O=C(CCCc1cccs1)Nc1ccc2c(c1)OCO2
→ -6, i, ., i, i, i, i, -7, i, i, 6
Clc1ccc(Cc2ccc(Cl)nn2)c(Cl)c1
→ -5, i, i, i, i, i, i, 4, i, i, -1
Cc1cccc(C(=O)Nc2ccc(C(=O)Nc3ccc(O)cc3)cc2)c1
→ -10, i, i, i, i, i, i, -10, i, i, -3
CCSc1ccccc1-c1nc(-c2ccncc2)no1
→ -12, i, i, i, i, i, i, 6, i, i, -5
O=C(Cn1cnc2c(nnn2-c2cccc(Cl)c2)c1=O)N1CCOCC1
→ -6, i, i, i, i, i, i, 5, i, i, 7
Cc1nc2ccc(S(=O)(=O)N(C)CC(=O)N3CCc4ccccc43)cc2s1
→ -8, i, i, i, i, i, i, 8, i, i, 1
COc1ccc(CN2CCC(=O)N([C@H](CO)CC(C)C)CC2)cc1OC
→ -8, i, i, i, i, i, i, -2, i, i, 1
c1ccc2oc(SCc3nc4ccccc4s3)nc2c1
→ -4, i, i, i, i, i, i, -1, i, i, 12
CC(Sc1nncs1)C(=O)Nc1ccc2c(c1)OCCO2 (configuration not stated)
→ -13, i, i, i, i, i, i, 1, i, i, 3
C=C(C(=O)c1ccccc1)C(CC(=O)c1ccccc1)c1ccccc1 (configuration not stated)
→ -3, i, i, i, -13*, i, i, -6, i, i, 1
CCCCCC(=O)Nc1ccc(N2CCN(C(=O)c3ccccc3)CC2)cc1
→ -6, i, i, i, i, i, i, 3, i, i, -15
CCOC(=O)N1CCC(NC(=O)CS(=O)Cc2nc(-c3ccc(OC)c(OC)c3)oc2C)CC1 (configuration not stated)
→ -11, i, i, i, i, i, i, -2, i, i, -2
O=C(NCc1ccco1)c1cnn2c(C(F)F)cc(-c3ccccc3)nc12
→ -6, i, i, i, i, i, i, 4, i, i, -7
CCOc1ccc(S(=O)(=O)NCCC(=O)OCC(=O)c2ccc(NC(C)=O)cc2)cc1
→ -15, i, i, i, i, i, i, 10, i, i, 4
COc1ccc(S(=O)(=O)N(C)c2ccc(C(=O)N3CCC(C(N)=O)CC3)cc2)cc1OC
→ -2, i, i, i, i, i, i, 0, i, i, 0
Cc1ccc(C(CNC(=O)C(=O)Nc2ccc3c(c2)OCCO3)N2CCN(C)CC2)cc1 (configuration not stated)
→ -13, i, i, i, i, i, i, 5, i, i, 23
NNC(=O)C(=O)NCCCN1CCOCC1
→ -6, i, i, i, i, i, i, -2, i, i, 1
CCOC(=O)c1nn(-c2ccc(OCC)cc2)c2nc(-c3ccco3)c(C#N)c(=O)n12
→ -13, i, i, i, i, i, i, -4, i, i, 29
OCc1nc2nc(Cl)c(Cl)nc2[nH]1
→ -8, i, i, i, i, i, i, -6, i, i, -6
Cc1ccc2[nH]c(=O)c3cc(C(=O)N(C)c4ccccc4C)sc3c2c1
→ -11, i, i, i, i, i, i, -2, i, i, -2
CNc1ncnc2sc(-c3ccccc3)cc12
→ -7, i, i, i, i, i, i, 20, i, i, 2
Cn1cnnc1SCC(=O)NCc1ccccc1
→ 3, i, i, i, i, i, i, ., i, i, 5
O=C(c1ccc(OC2CCN(CCc3ccccc3)CC2)cc1)N1CCCC(CO)C1 (configuration not stated)
→ -16, i, i, i, i, i, i, -2, i, i, 12
COCCCNC(=S)NCCNc1nc2cc(C)cc(C)c2cc1C#N
→ -12, i, i, i, i, i, i, 14, i, i, 5
O=[N+]([O-])c1cc(/C=N/N/C(=N/c2ccccn2)c2ccccn2)ccc1O
→ -5, i, i, i, i, i, i, 2, i, i, -7
Cc1cccc(NC(=O)c2ccc(C3SCC(=O)N3CCc3ccccc3)cc2)c1C (configuration not stated)
→ -13, i, i, i, i, i, i, 0, i, i, 11
O=C(NCc1ccc(Cl)cc1)N1CCOCC1
→ -4, i, i, i, i, i, i, -1, i, i, 6
CCCNc1c(NC(=O)C2CCC(C)CC2)c(=O)oc2ccccc12 (configuration not stated)
→ -9, i, i, i, i, i, i, -5, i, i, -2
S=c1[nH]nc(COc2ccccc2)n1/N=C/C(Cl)=C/c1ccccc1
→ -7, i, i, i, i, i, i, 0, i, i, 1
CCN(CC(=O)NCc1ccc(Cl)cc1)C(=O)COc1ccc(Cl)cc1Br
→ -16, i, i, i, i, i, i, 11, i, i, .

(continued)
Results follow in this order: hERG protect, KCNQ1 act, TRPC4 block, PolyA inh, KCNK9 inh, TRPC4 act, TRPC4 potent, DYRK1A inh, KCNQ1 block, KCNK3 block, Platelet DG rel
COc1ccc(NC(=O)CSc2nc3ccccc3nc2N2CCCC2)cc1
→ -5, i, i, i, i, i, i, 5, i, i, 4
CCOc1ccc(CSC2=NCCN2)cc1[N+](=O)[O-]
→ -9, i, i, i, i, i, 11*, 3, i, i, 0
COc1ccc(NC(=O)CS(=O)c2ccc(F)cc2)cc1 (configuration not stated)
→ -13, i, i, i, i, i, i, ., i, i, -2
COc1ccc(CNC(=O)[C@H](Cc2c[nH]c3ccccc23)NC(C)=O)cc1OC
→ -7, i, i, i, i, i, i, 1, i, i, -4
Cc1ccccc1OC(C)C(=O)NCc1cccnc1 (configuration not stated)
→ -10, i, i, i, i, i, i, ., i, i, 4
ClCCCc1cn(C[C@H]2CC[C@@H]([C@@H]3CC[C@H](Cn4cc(CCCCl)nn4)O3)O2)nn1
→ -6, i, i, i, i, i, i, 4, i, i, -1
O=C(CCc1ccccc1)NNc1cc(N2CCCCC2)nc(N2CCCCC2)n1
→ -4, i, i, i, i, i, i, 0, i, i, 13
COc1ccccc1CCNC(=O)Cn1c(=O)oc2ccccc21
→ -10, i, i, i, i, i, i, 4, i, i, -2
O=C(CCN1C(=O)C2C3CCC(C3)C2C1=O)Nc1ccc([N+](=O)[O-])cc1 (configuration not stated)
→ -11, i, i, i, i, i, i, 2, i, i, 10
O=S(=O)(Nc1ccccc1N1CCCCC1)c1ccc(Cl)s1
→ -4, i, i, i, -7.4*, i, i, -1, i, i, 3
O=C(O)CSc1nc2ccccc2s1
→ -11, i, i, i, i, i, i, ., i, i, -2
COCCC(=O)Nc1ccc2c(c1)CN(C(=O)CSC)CC2
→ -18, i, i, i, i, i, i, 15, i, i, 30
CCn1c(SCC(=O)Nc2nc(C)c(C)s2)nc2cccnc21
→ -1, i, i, i, i, i, i, -6, i, i, 10
COc1ccc(-n2ncc3c2CC(C)(C)CC3NC(=O)c2ccc(OC)o2)cc1 (configuration not stated)
→ -9, i, i, i, i, i, i, -3, i, i, -6
CCOc1cc(/C=N/NC(=O)c2nn(C)cc2Br)ccc1OCc1ccccc1
→ 1, i, i, i, i, i, i, -2, i, i, 14
CCOc1ccccc1NC1=C(Cl)C(=O)N(Cc2ccccc2)C1=O
→ -3, i, i, i, i, i, i, -1, i, -8.8*, 6
